# From PubChem BioAssay
# Growth percent in the NCI-60 one-dose screen (48 h, 10 µM unless noted): 100 = growth as untreated, 0 = no growth, -100 = all killed.
# TK-10: TK-10 renal cancer cells; 81,000 tested, 3.9% active
# 786-0: 786-0 renal cancer cells; 81,000 tested, 5.1% active; AID 1794775
# UO-31: UO-31 renal cancer. 81,000 tested, 5.2% active. AID 1794768
# NCI/ADR-RES: NCI/ADR-RES ovarian cells. AID 1794790. 81,000 tested, 4.4% active
# SN12C: SN12C renal cancer cells; 81,000 tested, 3.8% active; AID 1794767
# CAKI-1: CAKI-1 renal cancer; 75,000 tested, 4.7% active; AID 1794772
# ACHN: ACHN renal cancer. 81,000 tested, 4.9% active
# IGROV1: IGROV1 ovarian cancer | AID 1794786 | 79,000 tested, 4.7% active
# An asterisk follows results filed as active; / = no result given; & = joins results of further samples. The calls were made as follows: active = growth percent below 10; inactive = the rest.
SMILES,TK-10,786-0,UO-31,NCI/ADR-RES,SN12C,CAKI-1,ACHN,IGROV1
COc1ccc(C(=O)c2cc(C(C)=O)c3ccc(C(C)=O)cn23)cc1,116,96,65,91,93,98,109,112
CCSC(=N)N=Nc1ccc(O)cc1,118,102,53,83,106,77,70,100
Cc1ccc(-c2nc(SCC(=O)NCCc3ccc(S(N)(=O)=O)cc3)[nH]c(=O)c2C#N)cc1,102,101,97,101,100,108,98,100
Cn1c(-c2ccncc2)nc(=O)c2ccccc21,109,115,91,106,103,/,112,107
Cc1ccc(C2(O)CCN(Cc3ccccc3)CC2)cc1,102,102,100,102,107,96,105,107
COc1cc([C@H]2[C@]3(C#N)C(N)=NC(=C(C#N)C#N)[C@]23C#N)cc(OC)c1OC,/,103,90,107,101,96,103,110
O=C(O)CCC1CCC(=O)O1 (configuration not stated),103,100,98,100,104,114,109,107
CC(=O)C1=C(C)NC(NNc2ccccc2)=NC1c1cccc([N+](=O)[O-])c1 (configuration not stated),145,90,63,91,95,58,61,75
CN1C(=O)C(=Cc2cn(CC(O)CN3CCC(N4CCCCC4)CC3)c3ccccc23)C(=O)N(C)C1=O (configuration not stated),101,113,86,107,96,87,97,119
O=c1oc2c(Cl)cc(Cl)cc2n1SC(Cl)(Cl)Cl,100,96,98,95,107,/,105,105
COc1cc2cc(Oc3cccc(NC(=O)Nc4cc(C(F)(F)F)cc(C(F)(F)F)c4)c3)c(C)nc2cc1OC,13,-17*,12,7.0*,7.7*,6.4*,5.8*,20
Cc1ccc(S(=O)(=O)Oc2ccc(NC(=O)C34CC5CC(CC(C5)C3)C4)cc2)cc1,99,67,85,81,81,87,85,99
O=C1C(Cl)=C(Oc2ccccc2)C(=O)c2ccccc21,49,94,52,89,88,77,27,81
C#CCNC(=O)[C@H](Cc1ccccc1)NC(=O)[C@]12CC[C@@H](C(=C)C)[C@@H]1[C@H]1CC[C@@H]3[C@@]4(C)Cc5c([nH]c6ccccc56)C(C)(C)[C@@H]4CC[C@@]3(C)[C@]1(C)CC2,90,88,90,97,94,87,95,110
O=[N+]([O-])c1ccc(N/N=C\c2cccc([N+](=O)[O-])c2)cc1,87,87,85,97,96,104,103,99

# 2 of the compounds above, with two lines to a compound.
# The line under a structure holds: TK-10 | 786-0 | UO-31 | NCI/ADR-RES | SN12C | CAKI-1 | ACHN | IGROV1
CC(=O)C1=C(C)NC(NNc2ccccc2)=NC1c1cccc([N+](=O)[O-])c1 (configuration not stated)
  145 | 90 | 63 | 91 | 95 | 58 | 61 | 75
CN1C(=O)C(=Cc2cn(CC(O)CN3CCC(N4CCCCC4)CC3)c3ccccc23)C(=O)N(C)C1=O (configuration not stated)
  101 | 113 | 86 | 107 | 96 | 87 | 97 | 119

# The results go on:
SMILES,TK-10,786-0,UO-31,NCI/ADR-RES,SN12C,CAKI-1,ACHN,IGROV1
N#Cc1c(-c2ccccc2F)cc(-c2ccncc2)[nH]c1=O,113,104,88,106,101,88,106,110
CN(C)c1ccc(C=Nc2cc(S(=O)(=O)O)cc3cc(S(=O)(=O)O)c(N=Nc4ccccc4)c(O)c23)cc1,103,106,84,101,100,/,110,107
COC(=O)/C=C1/S/C(=N\N=C\c2ccc(C(F)(F)F)cc2)N(c2ccccc2)C1=O,101,89,82,89,76,72,60,93
NC(=O)n1cccc1,92,102,81,113,97,/,/,112
Cn1ccnc1C(=O)/C=C/c1ccc(NC(=O)c2ccc(Cl)cc2)cc1,121,86,78,83,84,101,92,93
c1ccc2c(c1)OCc1nccn1-2,/,99,90,104,106,106,104,120
CCCCn1c(-c2ccc(-c3nc(-c4ccc(OC)cc4)no3)cc2)nc(-c2ccccc2)c1-c1ccccc1,107,96,76,97,90,88,88,86
CCCCOc1nc2ccccc2cc1/C=C/C(=O)/C=C(/C=C/c1cc2ccccc2nc1OCCCC)OB(F)F,104,107,87,106,114,91,97,119
CC(C)c1ccc(C(=O)OC(=O)c2ccc(C(C)C)cc2)cc1,98,96,84,95,99,68,96,99
O=[N+]([O-])c1cccc(C2OCC3(CO2)COC(c2cccc([N+](=O)[O-])c2)OC3)c1 (configuration not stated),107,103,88,109,102,123,109,89
COCN1CCC2N(COC)CCC3N(COC)CCC1N23 (configuration not stated),113,109,107,108,90,102,108,126
COc1ccc(-c2cc(-c3cccnc3)nc3sc4c(Cl)nnnc4c23)cc1OC,129,109,76,108,93,101,87,82
COc1ccc2c(c1)[C@@]1(C(=O)N2)C(C#N)=C(c2ccc(Cl)cc2)Nc2c1c(-c1ccccc1)nn2-c1ccccc1,68,68,38,85,82,/,67,55
COc1ccc(C(=O)C[n+]2cn(CC(=O)Nc3cccc4cccnc34)c3ccccc32)cc1,96,/,80,101,84,96,100,59
CNc1nc(C)c(-c2nc(Nc3cccc(S(N)(=O)=O)c3)ncc2F)s1,-2.1*,3.0*,1.4*,5.6*,-17*,15,2.7*,4.9*
COc1cc2oc(-c3cccc(C(=O)N[C@H](C(=O)O)C(C)C)c3)cc(=O)c2c(OC)c1OC,100,104,96,103,97,92,104,108
C#CCn1cc(C=C2C(=O)NC(=S)NC2=O)c2cc(Cl)ccc21,16,-54*,-73*,19,-35*,9.8*,-25*,-41*
Cn1c(O)c(/C=N/c2nccs2)c2ccccc21,126,96,51,104,80,65,94,57
COc1ccc(C2=NOC3C4COC(O4)C(=O)C23)cc1 (configuration not stated),98,103,88,97,97,87,101,97
CC1(C)CC(=O)C2=C(C1)N(CCc1ccc(S(N)(=O)=O)cc1)C1=C(C(=O)CC(C)(C)C1)C2c1cccs1,112,101,82,102,101,90,103,101
O=C(CCCCCCN1CC(=O)N2[C@@H](c3ccoc3)c3[nH]c4ccccc4c3C[C@H]2C1=O)NO,86,101,68,77,77,71,71,77
CC(C)C1=NOC(=O)C1=Cc1cn(-c2ccco2)nc1-c1ccccc1,110,89,71,98,87,74,92,90
CC1=NN(c2ccccc2)C(c2ccco2)C1 (configuration not stated),95,96,74,109,99,105,106,102
N#Cc1c(-c2ccc(Cl)cc2)nc(SCc2ccc([N+](=O)[O-])cc2)nc1N1CCOCC1,96,81,68,88,97,76,94,98
CN1CCC(CN)(c2ccccc2)CC1,95,93,80,100,96,80,101,106
Cc1ccc2ncn(C(=O)/C=C/c3ccccc3)c2c1,103,87,56,100,93,83,95,83
COc1ccc(C2=C/C(=C/c3cc(OC)ccc3OC)C(=O)N2CCc2ccc(S(N)(=O)=O)cc2)cc1,/,91,76,86,87,/,79,95
CCOC(=O)Cc1cnc(N/N=C(\C)c2cc3ccccc3o2)s1,144,97,65,103,99,82,91,87
C[N+](C)(C)CC(=O)N/N=C/c1cccc([N+](=O)[O-])c1,115,111,93,106,114,94,103,121
CC(=O)Oc1ccc(N(C(C)=O)c2nc(OC(C)=O)cs2)c(C)c1,109,100,92,100,94,95,96,103
O=C1NCC(Nc2ccc(Cl)cc2)C(=O)N1 (configuration not stated),99,110,81,103,104,77,92,87
Cc1nc(-c2ccccc2)c(-c2ccccc2)nc1Br,106,103,82,110,101,90,104,97
CNC(=O)c1c(NC(=O)c2ccccc2C(F)(F)F)sc2c1CCC(=O)C2,26,40,3.8*,28,62,0.1*,9.3*,37
CN(C)c1cccc2c(S(=O)(=O)Nc3cccc(-c4csc(NC(=O)CNCCCN5CCOCC5)n4)c3)cccc12,117,96,82,94,86,92,95,90
C/C(=N\NC(N)=O)c1nnn(-c2ccc(S(N)(=O)=O)cc2)c1C,105,/,91,106,97,94,103,106
CCOC(=O)c1c(NCC(=O)Nc2ccc(Cl)cc2)sc(C(C)=O)c1C,108,92,90,100,111,95,103,113
CC(=O)N1c2ccccc2NC2=C(C(=O)NC2(C)C)C1c1ccco1 (configuration not stated),98,94,85,102,99,90,107,57
CN(C)c1ccc2c(c1)C(Br)c1ccccc1-2 (configuration not stated),113,105,93,109,111,85,113,105
CCOC(=O)CC(=O)c1ccccc1,100&113,119&114,95&94,105&116,102&103,100&108,110&112,106&114
NC(=O)c1cccc(C#CCNC[C@H]2C[C@@H](n3ccc4c(Cl)ncnc43)[C@H](O)[C@@H]2O)c1,97,101,92,106,99,94,106,101
c1ccc(-c2cc(-c3cc(-c4ccccc4)on3)no2)cc1,104,106,92,70,93,36,-3.9*,64
Cc1ccc(-c2cc(-c3ccc(Cl)cc3)nc(NC(=O)c3ccncc3)n2)cc1,112,91,65,87,99,79,96,90
O=C1/C(=C/c2ccc(F)cc2)Cc2ccccc21,97,96,92,107,100,113,98,105
Cc1ccccc1C(=O)NNC(=O)c1ccccc1,86,/,81,111,96,96,102,106
COc1cc(/C=C/C(=O)c2ccc(N3CCNCC3)cc2)ccc1F,101,87,58,79,58,79,68,60
O=C(O)c1nc[nH]c1C(=O)O,128,104,71,101,183,99,114,235
C[C@]12C=CC(=O)C=C1CCC1C2[C@@H](O)C[C@@]2(C)C1CC[C@]2(O)C(=O)COP(=O)(O)O (some centres not stated),106,107,93,86,67,80,108,105
CC(=O)NCNC(C)=O,115,109,105,111,109,102,100,113
Cc1ccc(-c2nc(SCC(=O)c3ccc(Cl)cc3)[nH]c(=O)c2C#N)cc1,95,93,88,102,95,97,107,102
CCOC(=O)/C=C1\NN(c2ccc(S(N)(=O)=O)cc2)C(=O)c2ccccc21,109,101,81,108,100,85,104,100
Cc1nc2sccn2c1/C=N/N1CCNC1=O,107,100,89,106,95,88,98,40
O=C(CSc1nnc2n1S(=O)(=O)c1ccccc1N2c1ccccc1)Nc1nc2ccc(F)cc2s1,125,96,-15*,93,118,85,91,35
CC(C)Cn1c(-c2ccccc2-c2ccccc2)nc(-c2ccccc2)c1-c1ccccc1,81,79,53,71,80,/,/,56
CN(C)CCC(C(=O)c1ccccc1)c1ccncc1 (configuration not stated),99,94,81,110,97,106,101,111
COC(=O)C(N)Cc1ccc(O)cc1 (configuration not stated),105,105,84,99,100,104,98,92
CN1C(=O)C(=Cc2ccc(OCC(=O)N3CCCCC3)cc2)C(=O)N(C)C1=O,112,100,88,110,102,100,108,104
CCCCC1COc2cccc3c(SCC(=O)N(C)c4ccccc4)cc[n+]1c23 (configuration not stated),106,112,92,107,103,99,106,106
COC(=O)c1cc2oc(/C=N/NC(=O)c3cc4oc(-c5cccc(C(F)(F)F)c5)cc4[nH]3)cc2n1Cc1ccccc1,86,/,91,98,104,/,106,90
CC(=O)c1cc(C(=O)N2c3ccccc3Sc3ccccc32)n2ccc3ccccc3c12,98,38,43,13,68,40,42,50
O=C(c1ccc(O)cc1)c1ccc(O)cc1,95,99,85,110,109,110,107,108

# Compound profiles, as listed above:
# Cc1ccc(-c2nc(SCC(=O)c3ccc(Cl)cc3)[nH]c(=O)c2C#N)cc1 is listed with TK-10: 95; 786-0: 93; UO-31: 88; NCI/ADR-RES: 102; SN12C: 95; CAKI-1: 97; ACHN: 107; IGROV1: 102
# O=C(c1ccc(O)cc1)c1ccc(O)cc1 is listed with TK-10: 95; 786-0: 99; UO-31: 85; NCI/ADR-RES: 110; SN12C: 109; CAKI-1: 110; ACHN: 107; IGROV1: 108
# CC(C)Cn1c(-c2ccccc2-c2ccccc2)nc(-c2ccccc2)c1-c1ccccc1 is listed with TK-10: 81; 786-0: 79; UO-31: 53; NCI/ADR-RES: 71; SN12C: 80; CAKI-1: /; ACHN: /; IGROV1: 56

# (continued)
SMILES,TK-10,786-0,UO-31,NCI/ADR-RES,SN12C,CAKI-1,ACHN,IGROV1
OCCOSCCO,100,100,96,113,111,101,91,112
COc1cc(/C(=C2/O[C@@H]([C@H](O)CO)[C@H]3OC(C)(C)O[C@@H]23)c2ccc3ccccc3c2)cc(OC)c1OC,114,97,95,87,89,101,95,129
CCN(CC)CCCNC,128,116,89,111,109,98,105,101
CCOC(=O)c1cc(-c2ccc(Cl)cc2)nc2c(Cl)cc(Cl)cc12,90,83,84,97,100,104,106,99
COc1ccc(/C=C/c2nc3ccccc3c(=O)n2CC(=O)Nc2ccc(Cl)cc2)cc1,116,28,79,56,55,43,51,97
O=C1NC(c2ccc(Cl)c(Cl)c2)=C/C1=C\c1cccc([N+](=O)[O-])c1,144,97,72,102,96,74,103,87
CCCCC(CC)COC(=O)c1ccc(C(C)C)cc1 (configuration not stated),/,102,96,105,103,100,107,104
N#Cc1c(-c2ccc(F)cc2)nc(N2NC(=O)CC2=O)nc1N1CCOCC1,95,96,75,98,102,/,100,95
CCN(CC)CCOC(=O)Nc1cc(C(F)(F)F)ccc1Cl,117,98,76,109,111,87,107,104
Cc1ccc(OCc2occc2C(=O)N2CCOCC2)cc1,97,99,91,107,103,94,111,104
CCN(CC)C(=O)c1ccccc1Cl,99,103,88,99,100,94,105,104
CC1=C(C)C(=O)C(C(C2=C(C)C(=O)C(C)=C(C)C2=O)c2ccccc2)=C(C)C1=O,119,89,79,95,89,96,89,98
O=C1NN(c2ccccc2)C(c2ccc(Cl)c(Cl)c2)N2CCC[C@@H]12 (some centres not stated),93,85,70,87,92,/,60,84
O=C(CCCOc1ccc(Cl)cc1Cl)Nc1ncc(Cc2cccc(Cl)c2Cl)s1,97,94,82,98,103,89,106,98
CCOC(=O)Cn1c2c(sc1=O)C(c1cccs1)C1C3CCC(C3)C1S2 (configuration not stated),110,96,88,96,94,97,99,97
